KinaseGlo FLuc: blocks Kinase-Glo luciferase, a counter-screen artifact. 200,000 compounds, 0.28% hits. Kinase-Glo luciferase, ATP luminescence, 8 min. Potency, µM (top dose mostly 38.3 µM), inactives show top-dose activity change, negative = inhibition, usual class: inhibitors; note: % is set by controls: 0 for no effect and ±100 for the full control effect; nearly all actives have a fitted effect of over 60% in size
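Recombinant Kinase-Glo luciferase, 10 uM ATP (linear range), luciferin; imidazole pH 7.2 / KCl / MgCl2 / Tween / BSA buffer; 8 min RT; luminescence.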
L3MBTL1 block: blocks human L3MBTL1; Q9Y468; AlphaScreen L3MBTL1–H3K9me1 peptide binding; Potency, µM (highest dose often 57.1 µM), inactives show at the top dose activity, negative = inhibition, most hits filed as inhibitors; 230,000 compounds, 0.66% hits; AID 485360; note: % is set by controls: 0 for no effect and ±100 for the full control effect; nearly all actives have a fitted effect of over 60% in size
Target sequence (Q9Y468 whole entry, looked up): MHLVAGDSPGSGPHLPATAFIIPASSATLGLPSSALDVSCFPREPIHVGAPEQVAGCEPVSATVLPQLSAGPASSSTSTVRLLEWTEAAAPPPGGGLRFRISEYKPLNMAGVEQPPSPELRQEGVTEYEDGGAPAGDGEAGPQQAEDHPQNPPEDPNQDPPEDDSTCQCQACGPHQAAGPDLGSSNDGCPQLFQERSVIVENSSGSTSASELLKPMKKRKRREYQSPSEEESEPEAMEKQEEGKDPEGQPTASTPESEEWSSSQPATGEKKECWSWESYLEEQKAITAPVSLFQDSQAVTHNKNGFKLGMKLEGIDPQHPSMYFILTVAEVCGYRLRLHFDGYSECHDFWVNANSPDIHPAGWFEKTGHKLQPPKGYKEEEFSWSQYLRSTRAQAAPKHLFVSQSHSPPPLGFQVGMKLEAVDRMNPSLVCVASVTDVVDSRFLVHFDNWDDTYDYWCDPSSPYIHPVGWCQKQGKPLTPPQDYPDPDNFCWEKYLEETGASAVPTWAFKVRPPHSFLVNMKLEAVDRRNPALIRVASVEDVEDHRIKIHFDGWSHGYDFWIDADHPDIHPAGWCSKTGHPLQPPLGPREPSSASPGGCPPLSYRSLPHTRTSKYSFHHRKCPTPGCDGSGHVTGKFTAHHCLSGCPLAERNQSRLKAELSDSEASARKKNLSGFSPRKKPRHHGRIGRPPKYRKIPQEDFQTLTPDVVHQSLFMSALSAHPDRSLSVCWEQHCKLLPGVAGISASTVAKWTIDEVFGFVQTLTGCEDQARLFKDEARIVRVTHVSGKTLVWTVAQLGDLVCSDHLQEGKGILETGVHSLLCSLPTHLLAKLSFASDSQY
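L3MBTL1 50 nM + b-AHA-H3(1-15)K9me1 75 nM, 30 min RT; compound added, 30 min RT; streptavidin donor/Ni-chelate acceptor beads 10 ug/mL each final, 30 min RT dark; AlphaScreen read.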
KDM4E inh: inhibitors of human JMJD2E histone demethylase. 230,000 compounds, 1.6% hits. JMJD2E catalytic domain, FDH-coupled NADH fluorescence (FDH is formaldehyde dehydrogenase). Potency, µM (highest dose often 57.1 µM), for the others: at the highest dose activity change, negative = inhibition, actives largely listed as inhibitors. AID 2147; active = well fitted inhibition curve with a large enough effect, not every such curve was filed as active; inconclusive = small, poorly fitted or top-dose-only effect, or another doubt; inactive = no such curve, though single readings can be large or run the other way;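 note: 0% = wells with enzyme and -100% = buffer wells without enzyme; nearly all actives have a fitted effect of over 50% in size; many of its hits are not listed in these tables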
Tau fibril ThT: inhibitors of human tau fibril formation, thioflavin T binding; recombinant tau K18 P301L (four-repeat tau fragment), heparin-induced fibrillization, ThT fluorescence; Potency, µM (titrated, usually from 57.4 µM), without a hit: at the top dose activity, negative = inhibition, actives largely listed as inhibitors; AID 1460; 270,000 compounds, 2.1% hits; P10636; note: % is set by controls: 0 for no effect and ±100 for the full control effect; nearly all actives have a fitted effect of over 55% in size
Target sequence (P10636 561-689 P618L limits assumed): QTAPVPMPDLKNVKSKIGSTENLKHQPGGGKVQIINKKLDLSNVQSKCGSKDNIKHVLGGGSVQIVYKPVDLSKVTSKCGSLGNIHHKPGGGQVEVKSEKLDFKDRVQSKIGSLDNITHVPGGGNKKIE
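K18 P301L tau (15 uM + 0.24 uM Alexa 594-tagged), heparin 20 uM, NaOAc pH 7, 6 h 37 C; ThT 30 uM, 1 h RT, ex 450/em 510 nm.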
Lamin A splicing: modulators of lamin A splicing; HeLa LMNA splicing GFP/RFP minigene ratio, 48 h; Potency, µM (highest dose often 46.1 µM), inactives show top-dose ratio change, negative = inhibition, hits mostly inhibitors; 200,000 compounds, 0.01% hits; active = well fitted inhibition curve with a large enough effect in the signal ratio, with a control signal flat, not every such curve was filed as active; inconclusive = small, poorly fitted or top-dose-only effect, or effect the other way, or a change in a side signal; the % refers to the signal ratio; note: % is set by controls: 0 for no effect and ±100 for the full control effect
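S3 HeLa stable clones carrying a lamin A-EGFP splicing minigene plus DsRed2 were seeded at 600 cells/well in Opti-MEM with 2% FBS, pin-dosed and incubated 48 h at 37°C. Acumen cytometry (488 nm) gave the GFP/RFP total-intensity ratio.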
ALDH1A1 inh: ALDH1A1 (human) enzyme inhibition | Potency, µM (top dose mostly 75.3 µM), inactives show at the top dose activity, negative = inhibition, usual class: inhibitors | 220,000 compounds, 7.3% hits | Purified ALDH1A1, NADH fluorescence, propionaldehyde substrate; active = well fitted inhibition curve with a large enough effect, not every such curve was filed as active; inconclusive = small, poorly fitted or top-dose-only effect, or another doubt; inactive = no such curve, though single readings can be large or run the other way;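 note: plate controls were no enzyme wells and a reference inhibitor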
RECQ1 inh: inhibitors of human RECQ1 DNA helicase; P46063; 240,000 compounds, 0.54% hits; RECQ1 DNA unwinding, red fluorescence kinetic read; AID 2549; Potency, µM (titrated, usually from 57.3 µM), inactives show at the highest dose activity, negative = inhibition, actives largely listed as inhibitors;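 note: plate controls were vehicle for no effect and no enzyme for full effect; nearly all actives have a fitted effect of over 30% in size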
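50 nM RECQ1T1 preincubated 15 min with compound in Tris pH 8.0 buffer with MgCl2, DTT, Tween-20 and 2.5 ug/ml poly(dI-dC); started with 200 nM TAMRA/BHQ-2 forked duplex and 2 mM ATP. Unwinding read as fluorescence (525/598 nm), two reads 2 h apart.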
SMN2 splice up: SMN2 splice variant enhancement; 210,000 compounds, 2.8% hits; Potency, µM (doses to about 46.1 µM), inactives show at the highest dose activity change, positive = activation, actives largely listed as activators; HEK293 SMN2-luciferase splicing reporter, luminescence, 30-36 h; note: % of control where 0% means no effect; nearly all actives have a fitted effect of over 55% in size
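HEK293 cells carry an SMN2 […]–luciferase reporter in which exon 7 inclusion puts luciferase in frame. Cells were plated 10-12 h before compound addition, then incubated 30-36 h at 37C. ONE-Glo luminescence was read; sodium butyrate at 4.5 mM final served as control.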
Active calls of the source: *; i = inactive; ? = inconclusive; . = no result given; [ ] = dose if it differs, or a comment. Unless noted, calls come from the whole dose curve; as a rule, active = well fitted curve in the direction sought with a large enough effect; inconclusive = small, poorly fitted or top-dose-only effect, or another doubt; inactive = no such curve, though single readings can be large; an effect the other way counts as inactive or inconclusive. Potency is the fitted concentration of half-maximal effect.

Each structure is followed by: L3MBTL1 block, Lamin A splicing, ALDH1A1 inh, SMN2 splice up, KDM4E inh, RECQ1 inh, KinaseGlo FLuc, Tau fibril ThT
COc1ccccc1-c1nc(C#N)c(N2CCN(C(c3ccccc3)c3ccccc3)CC2)o1
 : ., -4%, ?, -13%, ?, 12%, 17%, -14%
Cc1ccccc1Nc1cc(C(=O)NCC2CCCO2)c2ccccc2n1 (configuration not stated)
 : 4%, ., ., ., 6%, -2%, ., 4%
Cc1ccccc1OCCC(=O)OCC(=O)Nc1cc(S(=O)(=O)N2CCOCC2)ccc1Cl
 : -2%, -5%[46 µM], 2.5µM*, 6%, -2%, i, -1%, -15%
COc1ccccc1/C=C/C(=O)Nc1cccc(S(=O)(=O)NC2=NCCCCC2)c1
 : 4%, -4%[46 µM], -7%, 3%, ?, i, 0%, -4%
COC(=O)CC1C(C)(C)C(OC(C)=O)[C@@]2(O)C=C3C4CC(=O)OC(c5ccoc5)[C@]4(C)CCC3[C@@]1(C)C2=O (some centres not stated)
 : ., ., -2%, -3%, 1%, -7%, 1%, -13%
CC(C)(C)c1[nH]c2ccccc2c1/C=N/O
 : ., 19%, 10%, 6%, -3%, i, -5%, -6%
Cc1cccc(NC(=O)c2cc(=O)n(Cc3ccccc3)c(=O)[nH]2)c1
 : 5%, ., ?, -9%, 1%, 0%, 6%, 5%
Cc1ccc(C)c(C(C)NC(=O)c2ccc(Br)o2)c1 (configuration not stated)
 : -8%, ., 4µM*, -21%, -11%, i, 3%, 3%
Cc1cc(Br)ccc1NC(=O)c1cnc(N2CCN(c3ccccn3)CC2)c2ccccc12
 : ., ., ?, -105%[inhibitor], ?, -19%, 1%, ?
Cc1ccc(-c2nn(-c3ccccc3)cc2/C=N/NC(=O)c2ccc3c(c2)OCO3)cc1
 : 0%, 3%[0.0737 µM], -10%, 26%, ?, -4%, 0%, -10%
CCOC1(OCC)N=C(N)C2(C#N)C(c3ccc(NC(C)=O)cc3)C12C#N (configuration not stated)
 : -7%, 1%, -16%, 0%, ?, 0%, -3%, ?
Cc1ccc(C(=O)CSc2nc3c([nH]2)c(=O)n(C)c(=O)n3C)cc1
 : 4%, ?, -15%, 6%, -5%, i, 5%, -10%
CCOC(=O)CSc1n[nH]c(NC(=O)c2cccc(C(F)(F)F)c2)n1
 : -4%, -4%, -12%, -10%, -1%, 21%, -6%, -23%
CCn1c(O)c(/C=N/n2cnnc2)sc1=S
 : -3%, 3%, -28%, -9%, -22%, -1%, -2%, ?
COc1ccccc1C(=O)Nc1ccc2c(c1)nc(CCNC(=O)c1ccccc1)n2C
 : -1%, ., ., ., 4%, 4%, ., ?
CC(=O)c1cccc(NC(=O)COC(=O)[C@@H](NC(=O)OCc2ccccc2)C(C)C)c1
 : 11%, 1%, -1%, 18%, -5%, -6%, 2%, 1%
CC(NC(=O)c1ccc(S(=O)(=O)N(C)C)cc1)c1ccccc1 (configuration not stated)
 : -7%[11.4 µM], -4%, ?, -37%[inhibitor], 5%, 0%, 2%, 3%
CN(C)c1ccc2c(c1)Sc1cc(N(C)C)ccc1N2C(=O)c1ccccc1
 : ?, ., ., ., -2%, -1%, ., -10%
O=C(c1cc(=O)c2ccccc2o1)N1CCN(c2ccccc2)CC1
 : -3%, -10%[46 µM], -7%, 7%, 0%, -15%, 2%, -11%
Cc1cc(Oc2ccc(C(C)(C)C)cc2)nc(N2CCOCC2)n1
 : ., 7%, 1%, -15%, 2%, -4%, -4%, -16%
Cc1cc2c(c(C)nn2-c2ccccc2)c(=O)o1
 : 3%, -4%, -1%, -1%, 13%, 15%, 0%, 0%
CC(C)(C)c1ccc(C2C3=C(CCCC3=O)NC3=C2C(=O)c2ccccc23)cc1 (configuration not stated)
 : -29%, 5%, -5%, -25%, 1%, -7%, -4%, ?
O=C1c2cccnc2C(O)N1Cc1cccs1 (configuration not stated)
 : -11%, -7%, -29%, -7%, -5%, 5%, 1%, -10%
Cc1cccc2sc(NC(=O)[C@H](C)N3C(=O)C4CC=CCC4C3=O)nc12 (some centres not stated)
 : -4%, ., 14µM*, ., -2%, -3%, ., 3%
Oc1ccc(Br)cc1/C=N/N1CCN(Cc2ccccc2)CC1
 : -9%, 5%[0.0737 µM], 5%, -18%, 1%, -3%, 2%, -12%
CCOC(=O)Cc1csc(NC(=O)CCN2C(=O)c3ccccc3C2=O)n1
 : -3%, ?, -10%, -8%, -2%, -9%, -5%, -2%
Cc1sc2nc(SCC(=O)NCc3ccco3)[nH]c(=O)c2c1C
 : -9%, -11%, -6%, 16%, -27%, -13%, 1%, -6%
N#CC1(C#N)C(c2ccccc2)OC23CCCCC2C1(C#N)C(=N)O3 (configuration not stated)
 : -1%, -7%, ?, 15%, ?, 13µM*, 0%, -14%
COc1ccc(C(=O)CSc2nc(C)cc(=O)[nH]2)cc1
 : 7%, 6%, -7%, 16%, 2%, -13%, -1%, -5%
COc1ccc(NC(=O)Nc2cccc(C(=O)N3CCOCC3)c2)cc1OC
 : -1%, 6%, 0%, 0%, -4%, 9%, -6%, -13%
Cc1ccc(C(=O)NCc2cccs2)cc1S(=O)(=O)N1CCCCC1
 : 6%, -10%, ?, -20%, -6%, 2%, 3%, -5%
Nc1cc(C(F)(F)F)ccc1-n1cccc1
 : -1%, ., ?, ., 1%, i, ., 10%
CCOC(=O)c1sc(NC(=O)CSc2nc(O)c(Cc3ccccc3)c(=O)[nH]2)nc1C
 : ., ., ?, 2%, 3%, 1%, 3%, ?
Cc1nnc(SCC(=O)OC2CC(C)CCC2C(C)C)[nH]c1=O (configuration not stated)
 : ., 0%, ?, -3%, -1%, -9%, -2%, -14%
CCc1cccc(CC)c1NC(=O)COn1nnc2ccc(C(F)(F)F)cc21
 : -2%, 2%, 6%, 1%, 3%, -2%, 1%, -2%
CCCNC(=O)[C@H]1O[C@@H]1C(=O)N[C@H](C(=O)N1CCC[C@H]1C(=O)OC)[C@@H](C)CC
 : ., ., 8%, -88%[inhibitor], ., 16%, ., -2%
Cc1ccc2c(c1)C(=O)C(=O)N2CCCOc1ccccc1C
 : 6%, -2%[46 µM], -3%, ., ?, -2%, -2%, -7%
O=C(NCCO)c1ccccc1O
 : ., 10%, ?, 46%, ?, -3%, -2%, -4%
Cc1nc(N2CCCCC2)c2c(-c3cccs3)csc2n1
 : ., 5%[46 µM], ?, -52%[inhibitor], -10%, -4%, 0%, -7%
CCS(=O)(=O)N1Cc2ccccc2CC1C(=O)OCC(=O)N(C(C)C)C(C)C (configuration not stated)
 : 1%, -6%[46 µM], -7%, -4%, -5%, -2%, 1%, -8%
CCOC(=O)N1CCN(C(=O)NC2CCCCC2)CC1
 : 20%, 3%, -6%, 5%, -1%, -5%, 2%, 20%
CCN1CCN(C(=O)C(N)Cc2ccccc2)CC1 (configuration not stated)
 : 5%, 10%[46 µM], 4%, 3%, 6%, -2%, 2%, ?
CCn1c(=O)c([N+](=O)[O-])c(N2CCSCC2)c2ccccc21
 : -3%, ., ., ., 3%, -13%, ., -9%
Cc1ccc(-c2csc3nnc(SCC(=O)Nc4cccc(C)n4)n23)cc1
 : ., 0%, -2%, ?, -6%, -3%, 2%, ?
O=C(Cn1cnc2c(cnn2-c2ccc(F)cc2)c1=O)N1CCCc2ccccc21
 : ?, ?, -1%, -85%[inhibitor], 0%, 13%, 10%, 5%
CN(C)C(=O)c1c([N+](=O)[O-])ncn1C
 : 6%, -1%, 6%, 17%, -1%, -1%, -3%, -3%
COc1ccc(CN(CC(=O)NC2CCCC2)C(=O)c2ccc(-c3ccccc3)[nH]2)cc1
 : ?, 0%[9.22 µM], ?, 4%, -23%, -4%, 2%, -6%
CCCCC(=O)Nc1ccc2c(c1)nc1n2CCSC1
 : ., 4%, 18µM*, ?, 13%, 3%, -14%, 2%
Cc1ccc(CNc2nc(Cl)c(C#N)s2)cc1
 : ., ., -1%, ., -8%, -6%, -2%, -8%
CC(/C=N\N1CCN(c2ccc(Cl)cc2)CC1)=C\c1ccccc1
 : 1%, 2%, 9%, -11%, -2%, -9%, -2%, ?
NN1C(=O)/C(=C\c2ccco2)SC1=S
 : 25µM*, ., 1.3µM*, ., ?, ?, ., 32µM*
COc1ccccc1NC(=O)Cc1noc(CSc2nnc(C(F)(F)F)n2C)n1
 : ., ., 6%, 22%, 0%, -19%, 1%, -5%
CC1=CC2=NC(=O)/C(=C\c3cc(C)n(-c4ccc(F)cc4)c3C)C(=N)N2O1
 : 1%, 11%, 6%, -9%, ?, -8%, 0%, -6%
COc1ccc(Br)cc1S(=O)(=O)NNC(=O)c1c(C)nc2ccccn12
 : 3%, 9%[46 µM], ?, ., -7%, -1%, 0%, -6%
COc1ccc(NC(=O)CN2CCN(CC(=O)Nc3ccccc3Cl)CC2)cc1
 : 3%, -1%, 8.9µM*, -28%, 6%, -10%, -1%, -3%
CC1(C)CC(=O)C=C(NNC(=O)c2ccccc2O)C1
 : 7%, 4%, 3%, 18µM*, ?, -5%, ?, -15%
O=S(=O)(NCCc1ccccc1)c1cccc2nsnc12
 : ., -3%, -6%, -10%, 2%, -4%, 2%, -5%
COc1cc2c(cc1NC(=O)c1cccnc1)CCCC2
 : 3%, 6%, 28µM*, -3%, -1%, 9%, -2%, -15%
O=S(=O)(c1cccs1)N1CCc2ccccc21
 : -8%, 14%, ?, 2%, 2%, -6%, -6%, -22%
O=C(CN1CCC(C(=O)c2ccc(F)cc2)CC1)Nc1ccccc1
 : 5%, ?, -3%, -76%[inhibitor], 2%, -4%, -5%, 1%
O=c1[nH]c(CSc2nc(-c3ccc(F)cc3)cs2)nc2ccccc12
 : -5%, -2%, 13%, -12%[1.84 µM], 5%, -9%, -2%, -3%
CCOC(=O)C1Sc2[nH]c(=O)sc2C(c2ccc(Cl)cc2)C1C(=O)OCC (configuration not stated)
 : ., ?, 11µM*, 22%, ?, 0%, -2%, ?
CC(C)(C)c1nc(SCC(=O)N2CCCC2)c2ccccc2n1
 : 9%, ?, -13%, ., 8%, -9%, -1%, 0%

Bioassay records as filed in PubChem BioAssay.

The list is partial (hit frequency here may not be typical).
